MEKK2 WT-MEK5: raises or lowers MEK5 binding to wildtype human MEKK2 PB1 domain. Q9Y2U5. bead flow cytometry, Alexa488-MEK5 binding to MEKK2 WT; actives lie on both sides. binding response (% of control), % at 10 µM. 1.1% of 290,000 active; in the data active = binding response below about 67% or above about 130%
MEKK2mut PB1 HTS: signal of MEK5 binding to mutant human MEKK2 PB1 domain | bead flow cytometry, Alexa488-MEK5 binding to MEKK2 mutant | percent response, % at 10 µM | 0.35% of 290,000 active; in the data active = percent response above about 24%, passing the limit was not always enough; also: inactives centre near 1; some results filed as inactive read as strong as hits; reference of the scale not given here
GalR3 antagonist: human GalR3 antagonism; O60755; HEK293 GalR3-CNG cAMP membrane potential fluorescence; galR3 body fused to GalR1 C-terminus; inhibition, % at 3 µM; 0.44% of 360,000 active;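 active = inhibition above the screen-wide average plus 3 SD, cut at about 13% in these data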;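 also: forskolin and galanin both at EC90 stimulate the cells; cAMP rise reported by CNG channel membrane potential dye signal; 0% = forskolin plus galanin with DMSO and 100% = forskolin alone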
Target sequence (O60755 1-299 limits assumed): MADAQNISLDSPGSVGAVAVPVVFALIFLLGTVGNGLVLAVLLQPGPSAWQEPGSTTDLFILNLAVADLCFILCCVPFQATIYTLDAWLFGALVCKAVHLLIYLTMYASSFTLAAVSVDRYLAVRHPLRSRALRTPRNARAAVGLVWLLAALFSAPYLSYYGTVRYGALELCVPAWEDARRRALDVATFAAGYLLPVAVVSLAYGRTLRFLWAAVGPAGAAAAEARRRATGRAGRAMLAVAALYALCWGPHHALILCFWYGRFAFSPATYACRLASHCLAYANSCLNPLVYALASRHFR
V1R ag counter: counter-screen for oxytocin receptor agonists: human V1a receptor agonists. CHO-V1R cells, Fluo-8 calcium fluorescence, agonist mode; 0% DMSO, 100% 3 nM vasopressin. 0.25% of 320,000 active. AID 2797. activation, % at 3 µM;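 active = activation above the mean activation of all tested compounds plus 3 SD, per screening run, cut at about 20% in these data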;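 also: signal is peak over basal fluorescence ratio across a 100 second FLIPR read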
Target sequence (P37288 whole entry, looked up): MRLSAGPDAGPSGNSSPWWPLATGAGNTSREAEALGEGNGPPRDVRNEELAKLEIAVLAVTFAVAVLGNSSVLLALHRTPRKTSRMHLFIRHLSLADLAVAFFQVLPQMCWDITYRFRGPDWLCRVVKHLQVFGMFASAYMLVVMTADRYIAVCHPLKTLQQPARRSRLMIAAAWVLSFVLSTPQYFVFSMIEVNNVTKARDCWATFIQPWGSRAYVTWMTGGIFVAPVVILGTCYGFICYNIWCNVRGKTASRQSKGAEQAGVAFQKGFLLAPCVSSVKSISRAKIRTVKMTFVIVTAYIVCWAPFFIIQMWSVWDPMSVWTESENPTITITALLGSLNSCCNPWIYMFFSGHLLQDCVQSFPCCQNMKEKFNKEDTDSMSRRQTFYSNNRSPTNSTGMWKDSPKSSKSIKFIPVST
OXTR agonist: human OXTR agonism | CHO-OTR cells, Fluo-8 calcium fluorescence; normalized: DMSO 0%, oxytocin 100% | AID 2435 | 0.32% of 320,000 active | activation, % at 3 µM;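 active = activation above the mean of all tested compounds plus 3 SD, cutoff set per screening run, cut at about 20% in these data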;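 also: peak over basal fluorescence ratio from a 100 s FLIPR kinetic read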
Target sequence (P30559 whole entry, looked up): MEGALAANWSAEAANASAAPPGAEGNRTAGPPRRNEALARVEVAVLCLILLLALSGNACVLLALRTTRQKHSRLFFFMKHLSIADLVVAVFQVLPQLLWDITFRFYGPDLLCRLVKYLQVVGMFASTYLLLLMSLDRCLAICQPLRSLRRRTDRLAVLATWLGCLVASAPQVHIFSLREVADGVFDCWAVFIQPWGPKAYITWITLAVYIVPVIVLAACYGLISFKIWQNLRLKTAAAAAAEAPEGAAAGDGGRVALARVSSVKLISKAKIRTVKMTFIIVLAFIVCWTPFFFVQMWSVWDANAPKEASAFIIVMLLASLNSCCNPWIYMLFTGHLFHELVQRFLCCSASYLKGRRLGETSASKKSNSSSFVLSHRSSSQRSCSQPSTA
NALP1 yeast inh: blocks the NALP1 inflammasome reconstituted in yeast; S. cerevisiae NALP1/ASC/caspase-1 growth, X-gal OD620, 72 h; inhibition, % at 10 µM; 0.61% of 280,000 active; AID 2071; in the data active = inhibition mostly above about 24%, no sharp cut-off; inactive = mostly below about 32%; also: some compounds called inactive have numbers as strong as hits
GPR7 antagonist: human neuropeptides B/W receptor 1 antagonism | inhibition, % at 4.4 µM | 1.1% of 290,000 active | GPR7-expressing cells, fluorescence antagonist assay | P48145; in the data active = inhibition above about 16%, passing the limit was not always enough;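 also: cells stimulated with the agonist NPW; 0% = agonist with vehicle and 100% = vehicle without agonist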
MEKK3 PB1 HTS: MEKK3-MEK5 PB1 interaction, increase or decrease | AID 1529 | bead-based flow cytometry, Alexa488-MEK5 binding to MEKK3; actives lie on both sides; 0 = blocked by unlabeled MEK5, 100 = vehicle | 1.4% of 290,000 active | binding response (% of control), % at 10 µM | Q99759;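 active = binding response more than 3 SD above or below the average of its plate-row segment, actives on both sides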;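 also: Alexa488 bead fluorescence after subtracting the streptavidin-only scavenger bead signal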
PHOSPHO1 inh: inhibitors of human PHOSPHO1 phosphatase. inhibition, % at 13.3 µM. AID 1565. Q8TCT1. recombinant PHOSPHO1, absorbance phosphatase assay. 1.1% of 290,000 active; in the data active = inhibition above about 60%
* hit, by the source's call; nt = no result given.

Every second line gives: MEKK2 WT-MEK5, MEKK2mut PB1 HTS, GalR3 antagonist, V1R ag counter, OXTR agonist, NALP1 yeast inh, GPR7 antagonist, MEKK3 PB1 HTS, PHOSPHO1 inh
CCOC(=O)CNC(=O)CN1CCC(c2nc3ccccc3[nH]2)CC1
  99.0, -5.0, -0.4, -1.0, 0.5, 30.8, 4.2, 100.0, 21.8
O=C(Nc1ccc(Cl)cc1)C1C2C=CC3(O2)C1C(=O)N(CCN1CCCCC1)C3C(=O)NC1CCCCC1 (configuration not stated)
  102.0, 1.0, -9.1, -0.8, 0.1, 8.5, 2.9, 102.0, 22.5
COc1ccc(C(=O)N2CCN(CCNC(=O)C(=O)Nc3ccc(F)cc3)CC2)cc1
  96.0, -5.0, -9.2, 2.3, 1.1, 9.2, -0.9, 100.0, 14.5
COc1ccccc1N=C1SC(C(=O)Nc2cccc(Cl)c2Cl)C(N)=C1C(N)=O (configuration not stated)
  93.0, -9.0, 0.1, 0.7, 0.1, -8.4, -10.5, 91.0, -14.9
C=CCSc1nnc(CCCCCN2C(=O)c3cccc4cccc(c34)C2=O)o1
  96.0, -2.0, -5.0, 0.7, -0.4, 42.5, 6.7, 96.0, -10.5
Nc1nc(-c2ccccc2)c(C(=O)Nc2ccccc2)s1
  95.0, -2.0, -5.0, -0.9, -0.8, 0.2, -8.5, 96.0, 24.9
O=C(Nc1cccc(C(=O)O)c1)/C(=C/c1ccc([N+](=O)[O-])cc1)NC(=O)c1ccccc1
  92.0, -6.0, -5.0, 1.1, 0.3, 9.3, -13.9, 97.0, -8.4
Cc1cc2c(s1)c1cnn(CC(=O)NCCc3ccccc3)c(=O)c1n2C
  96.0, -1.0, -2.9, -1.1, -2.6, -6.9, -1.8, 93.0, 23.5
CC(=O)c1cccc(NC(=O)NCc2ccco2)c1
  93.0, -3.0, -5.9, -0.2, 0.4, nt, 7.7, 96.0, 4.7
CC1(C)CC(=O)C/C(=N/NC(=O)COc2ccc3ccccc3c2Br)C1
  99.0, 3.0, -2.1, -0.3, 0.5, 11.8, 104.3*, 99.0, 9.0
C=CCSc1nnc(NC(=O)c2ccc(NC(C)=O)cc2)s1
  101.0, 5.0, 2.0, -0.4, -0.2, 5.0, -10.1, 102.0, 20.3
NC(=O)C1CCN(C(=O)CCNS(=O)(=O)c2cc(Br)cnc2N)CC1
  106.0, 10.0, 3.7, 0.1, -0.3, 11.9, 6.1, 103.0, 23.5
Cc1cc(OCCCn2ccnc2)cc(C)c1Cl
  111.0, 7.0, -8.2, 0.8, 1.7, 16.9, -3.8, 105.0, -13.6
C/C(=N\NC(=O)c1cc(-c2ccc(C)s2)nc2ccccc12)c1cccnc1
  102.0, 1.0, -1.1, nt, nt, 9.2, -20.2, 102.0, 12.3
Cc1nnn(C23CC4CC(CC(C4)C2)C3)n1
  104.0, 4.0, 3.1, 0.3, -0.9, -4.0, -16.7, 98.0, -36.1
O=C(CSc1nc(O)c(C2CCCCC2)c(=O)[nH]1)NCC1CCCO1 (configuration not stated)
  108.0, -2.0, -3.3, 3.4, 1.2, nt, -13.5, 107.0, nt
COc1ccc(-n2c(Cc3cccn3C)nnc2SCC(=O)Nc2ccc(C(C)=O)cc2)cc1
  99.0, 4.0, 3.6, 0.1, -1.1, -3.8, -1.6, 102.0, 22.6
CCOC(=O)C1(Cc2cccc(F)c2)CCN(Cc2ccon2)CC1
  105.0, 8.0, 1.3, 0.5, 3.1, 6.5, 12.9, 101.0, 41.2
CC(=O)NCC1CCCN(Cc2cn(-c3ccccc3F)nc2-c2cc(C)sc2C)C1 (configuration not stated)
  105.0, -6.0, -4.0, -0.4, -0.4, 14.8, 0.5, 116.0, 43.6
O=C(Nc1ccon1)c1ccc(N2CCCCC2)c([N+](=O)[O-])c1
  106.0, 6.0, -1.8, 0.2, -0.7, 14.1, -16.6, 102.0, 30.3
Cc1ccccc1-c1nc(-c2ccc(NC(=O)c3ccc(Br)o3)cc2)no1
  100.0, 9.0, -4.6, -0.9, 0.3, 20.9, -12.1, 108.0, -2.3
O=C(CSc1ncc(-c2ccc(F)cc2)[nH]1)Nc1cccc(O)c1
  102.0, 1.0, 1.8, -0.6, -0.7, 8.5, -3.9, 105.0, -32.1
CCOC(=O)c1cc(-c2ccccc2)n(CC(=O)Nc2cccc(OC)c2)c1C
  104.0, -1.0, -6.6, 1.1, 1.5, 30.5, -5.4, 99.0, 4.9
Cc1cccc(NC(=O)c2cccc(C(F)(F)F)c2)c1
  91.0, -2.0, -1.3, 1.4, -2.1, 2.0, 2.4, 99.0, 66.2*
COc1ccc(CCC(=O)Nc2ccc(Cn3ccnc3)cc2)cc1
  103.0, -1.0, -12.2, 1.6, -0.1, 19.3, 10.8, 95.0, -52.0
CCCc1cc(=O)[nH]c(SCC(=O)N2CCN(S(=O)(=O)c3ccccc3)CC2)n1
  96.0, -3.0, 1.0, 0.4, -1.3, 14.3, -2.1, 100.0, -15.4
O=C(COC(=O)C1(c2ccccc2F)CCCC1)NC1CCS(=O)(=O)C1 (configuration not stated)
  100.0, 1.0, 3.1, 0.9, 1.3, -1.7, -0.8, 96.0, -3.3
Cc1n[nH]c(=S)n(NC(=O)/C=C/C(=O)Nn2c(=S)[nH]nc(C)c2=O)c1=O
  82.0, -51.0, -2.1, nt, nt, -9.4, -5.9, 86.0, 26.0
Cc1ccc(N2CC(C(=O)N/N=C/c3cccc([N+](=O)[O-])c3)CC2=O)cc1 (configuration not stated)
  99.0, 2.0, 2.0, -1.0, -1.8, 36.1, -11.5, 104.0, 5.7
O=S(=O)(c1ccc(-c2nnc(SCc3nnc(-c4ccccc4)o3)o2)cc1)N1CCCC1
  95.0, -3.0, -3.8, 1.1, 0.8, -18.3, 5.8, 99.0, 6.2

GPR7 antagonist, hit marks shown above.
smiles | MEKK2 WT-MEK5 | MEKK2mut PB1 HTS | GalR3 antagonist | NALP1 yeast inh | GPR7 antagonist | MEKK3 PB1 HTS | PHOSPHO1 inh
CC1(C)CC(=O)C/C(=N/NC(=O)COc2ccc3ccccc3c2Br)C1 | 99.0 | 3.0 | -2.1 | 11.8 | 104.3* | 99.0 | 9.0

Other records.
Every second line gives: MEKK2 WT-MEK5, MEKK2mut PB1 HTS, GalR3 antagonist, V1R ag counter, OXTR agonist, NALP1 yeast inh, GPR7 antagonist, MEKK3 PB1 HTS, PHOSPHO1 inh
O=C(O)C(Cc1ccc(O)cc1)N1C(=O)C2CCCCC2C1=O (configuration not stated)
  106.0, 5.0, -7.0, 0.4, 1.6, -10.6, -11.7, 104.0, 18.9
COc1ccc2oc(-c3ccc(C)c(NC(=O)c4ccc(N5CCOCC5)c([N+](=O)[O-])c4)c3)nc2c1
  81.0, -5.0, -5.2, 0.9, 0.6, 13.5, 10.3, 82.0, 7.8
O=C(NCC1(O)CCCCC1)C1CCC(=O)N(CCc2ccccc2)C1 (configuration not stated)
  98.0, -2.0, -0.5, 0.2, 0.3, 26.1, 0.0, 97.0, 22.6
Cc1nn(-c2ccc(F)cc2)c2sc(C(=O)OCC(=O)N3CCC(C)CC3)cc12
  93.0, -6.0, -6.2, 0.9, 0.2, nt, -8.3, 93.0, -0.5
CCC1(C)Cc2c(sc3c2c(=O)n(C)c2nnc(SCCc4ccccc4)n32)CO1 (configuration not stated)
  nt, nt, 0.4, 0.0, 0.4, 11.4, -5.2, nt, 22.6
Cc1cccc(NC2=Nc3ccccc3N3C2=Nc2c(c(C)nn2-c2ccccc2)C3c2ccc(O)c(O)c2)c1 (configuration not stated)
  83.0, -3.0, 2.3, 1.7, 0.6, 3.0, -20.9, 99.0, -4.2
COC(=O)c1ccc(COc2ccc3c(C)c(C)c(=O)oc3c2)o1
  nt, nt, -6.8, 0.1, -0.1, 14.7, 5.0, nt, 20.3
O=c1[nH]c(COc2ccccc2)nc2ccccc12
  102.0, 3.0, -14.5, 0.7, -0.3, 12.0, 1.1, 101.0, 22.7
O=C(NCc1ccccc1)NC(O)C(Cl)(Cl)Cl (configuration not stated)
  105.0, 0.0, -6.6, 0.7, -0.3, 1.3, -6.6, 107.0, 51.8
Cc1ccc(C2c3[nH]c4ccccc4c3C[C@H]3C(=O)N(c4ccccc4C(=O)NCCN4CCOCC4)C(=O)N23)cc1 (some centres not stated)
  102.0, -2.0, -6.1, 2.5, 4.7, 20.2, 28.4*, 101.0, 18.2
COc1ccc(C2/C=C\CN(S(=O)(=O)c3ccc(C)cc3)CC(=O)N2Cc2ccc(F)cc2)cc1 (configuration not stated)
  158.0*, 2.0, -4.8, 0.3, -1.7, 0.9, nt, 129.0*, 35.3
COc1c(C)cccc1C(=O)Nc1cc(Cl)ccc1N1CCOCC1
  104.0, 2.0, -2.8, 0.2, -1.6, 20.5, 1.3, 107.0, -14.6
O=C(CCN1C(=O)C2C3C=CC(C3)C2C1=O)Nc1c(F)cc(F)cc1Br (configuration not stated)
  96.0, -2.0, -1.7, 0.1, -0.5, 2.0, -8.4, 92.0, -14.6
O=C(CSc1cccc[n+]1[O-])c1ccc(Cl)cc1
  101.0, -4.0, 0.9, 1.0, -0.2, 18.5, 9.4, 105.0, -8.8
CCN(CC)C(=O)c1ccccc1NC(=O)c1ccccc1
  96.0, -2.0, -1.4, -1.3, -1.1, -6.3, -4.0, 96.0, -13.4
CCN(CC)C(=O)Cn1cnc2ccccc2c1=O
  97.0, -6.0, 0.6, -0.8, 0.3, 15.3, -6.3, 97.0, -6.8
Cc1cc(C(=O)NC(C)C2CCCO2)no1 (configuration not stated)
  102.0, -1.0, 1.7, -0.1, -0.4, 3.0, -11.8, 97.0, 60.0*
O=C(CCNC(=O)c1ccccc1Cl)Nc1nc2ccccc2s1
  86.0, -11.0, -8.1, 1.1, 1.1, 1.0, -11.2, 101.0, 36.2
CSCCC(NS(=O)(=O)c1ccc2c(c1)OCCO2)C(=O)N(C)Cc1ccc(C)cc1 (configuration not stated)
  98.0, 3.0, -3.6, 7.2, 2.3, -48.5, -12.6, 97.0, 41.4
COc1ccc(CCN=c2c([N+](=O)[O-])nn(-c3cccc(C)c3)n2O)cc1OC
  101.0, -4.0, -1.9, 1.3, 2.2, -27.7, -9.4, 101.0, 28.5
CN(CC1CCCO1)S(=O)(=O)c1ccc(C(=O)Nc2ccc3c(c2)OCO3)cc1 (configuration not stated)
  90.0, -10.0, 1.6, 0.3, 0.0, 7.1, 3.7, 104.0, -2.0
COc1ccc(N(C)S(=O)(=O)c2cccc(C(=O)NC3CCCCC3C)c2)cc1 (configuration not stated)
  96.0, -3.0, -3.9, -0.8, -1.2, 0.9, 43.4*, 102.0, 0.2
CCCN1CCN(CCCNC(=O)c2ccc3c(c2)NC(=O)c2ccccc2S3)CC1
  109.0, 3.0, 1.8, 0.2, 1.0, 23.3, -3.9, 101.0, 31.9
O=C(Cn1ncc2c([nH]c3ccccc32)c1=O)N1CCN(c2ccc(F)cc2)CC1
  100.0, 3.0, -7.7, 8.3, 5.1, 6.4, -6.2, 102.0, 59.8
CCCC(=O)Nc1sc(Cc2ccccc2)c(C)c1C(N)=O
  97.0, -1.0, -5.4, 0.1, 0.2, 6.6, -7.6, 103.0, -15.1
Cc1nn(Cc2nnc(SCC(=O)Nc3cccc(C(F)(F)F)c3)n2C)c(C)c1[N+](=O)[O-]
  89.0, -8.0, -4.0, 3.1, -1.3, nt, 8.4, 96.0, -11.1
CCOC(=O)CNC(=O)C12CC3CC(CC(C3)C1)C2
  113.0, 5.0, -0.9, 0.3, 0.2, -15.1, -1.6, 108.0, 25.6
Cc1ccc(NC(=O)COC(=O)CN2C(=O)COc3ccccc32)cc1
  103.0, 3.0, -6.6, 0.6, -0.9, 19.4, -1.9, 100.0, 4.8
O=C(CN(Cc1ccc(F)cc1)S(=O)(=O)c1ccc(S(=O)(=O)N2CCOCC2)cc1)Nc1ccccc1
  104.0, -2.0, 9.7, 3.6, 0.8, -16.0, -1.3, 100.0, -4.0
O=[N+]([O-])c1cccnc1N1CCCCC1
  96.0, 2.0, -3.8, -0.2, -0.8, 6.2, -15.8, 102.0, 31.7
